Screening results (PubChem)
ERK AVP block: blocks ERK signaling stimulated by vasopressin; HEK293-V1b, vasopressin-stimulated pERK AlphaScreen; Potency, µM (series often up to 57.5 µM), inactives show at the top dose activity, negative = inhibition, hits mostly inhibitors; actives 0.99% (n = 72,000); AID 995; also: potency is read from the fitted curve at half-maximal effect; % is scaled to controls: 0 for no effect and ±100 for the full control effect; nearly all actives have a fitted effect of over 55% in size
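HEK293 cells stably expressing V1b receptor, seeded overnight in 1% FBS, were treated with compounds for 30 min at 37C, then stimulated 5 min with 25 nM vasopressin; phospho-ERK read by AlphaScreen SureFire after lysis.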
Epigenetic mod: epigenetic modulators derepressing GFP locus in mouse cells; Potency, µM (doses to about 46.1 µM), inactives show at the highest dose GFP derepression (activation); mouse C127i GFP locus derepression, cytometry, 30 h; actives 0.09% (n = 68,000); AID 597; also: % of control where 0% means no effect
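Read-out is the number of GFP-positive cells, scored as fluorescent objects 20 to 120 um wide, reflecting derepression of a silenced CMV-GFP reporter in murine C127i cells after 30 h compound exposure at 37 C.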
Hsp90 Hop PPI: changes Hsp90-Hop TPR2A binding signal, up or down; actives 0.44% (n = 71,000); Potency, µM (series often up to 57 µM), for inactives: at the top dose activity change, negative = inhibition; AlphaScreen TPR2A-His6 binding biotin-Hsp90 C-terminal peptide; AID 595; active = well fitted curve in either direction with a large enough effect; inconclusive = small, poorly fitted or top-dose-only effect, or another doubt; also: potency is read from the fitted curve at half-maximal effect; % is scaled to controls: 0 for no effect and ±100 for the full control effect; many of its hits are not listed in these tables
DNA Pol III inh: blocks replication by bacterial DNA polymerase III holoenzyme | AID 603 | actives 0.25% (n = 71,000) | Potency, µM (highest dose often 57.1 µM), without a hit: at the top dose activity change, negative = inhibition | reconstituted DNA polymerase III holoenzyme replication, biochemical; also: potency is read from the fitted curve at half-maximal effect; % is scaled to controls: 0 for no effect and ±100 for the full control effect
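Reconstituted *E. coli* holoenzyme (0.35 nM Pol III, 1 nM beta, 154 nM SSB, 2 nM primase) was preincubated with compound for 15 min at RT. Synthesis on 1.4 nM ssM13Gori ran 35 min, then was stopped with PicoGreen/EDTA and read as dsDNA fluorescence.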
Luciferase inh: inhibitors of firefly luciferase; purified firefly luciferase, luminescence, 8 min; P08659; actives 2.2% (n = 72,000); Potency, µM (doses to about 57.1 µM), for the others: at the highest dose activity change, negative = inhibition, hits mostly inhibitors; also: potency is read from the fitted curve at half-maximal effect; % is scaled to controls: 0 for no effect and ±100 for the full control effect; nearly all actives have a fitted effect of over 40% in size
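Substrate buffer containing 10 uM ATP (pH 7.2 imidazole, Mg2+, KCl, detergent, BSA) is dispensed, compound pinned in, then luciferase/luciferin detector mix added. After 8 min at ambient temperature, light output is measured.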
HBB splicing: hemoglobin beta splicing modulation; actives 0.06% (n = 65,000); HBB splicing reporter cell assay, activation; EGFP reporter with mutant IVS2-654 intron; response scale: normalised to 500 nM splice-correcting PNA; Potency, µM (titrated, usually from 46.1 µM), for inactives: at the highest dose activation, actives largely listed as activators; also: potency is read from the fitted curve at half-maximal effect; 0% is about no effect
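HeLa cells stably expressing EGFP interrupted by mutant beta-globin intron 2 (IVS2-654), 500/well in 2% FCS. Treated with compound for 2 days at 37C. Splicing correction scored as total well GFP intensity (488 nm excitation, 500-520 nm emission); 500 nM antisense PNA served as control.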
CRE-bla Fsk: CRE-bla signaling modulation under forskolin stimulation; CHO CRE-bla reporter (cAMP response element driving beta-lactamase), forskolin EC10, beta-lactamase ratio; Potency, µM (doses to about 38.2 µM), for inactives: top-dose activity change, negative = inhibition, most hits filed as activators; actives 2.5% (n = 71,000); AID 662; active = well fitted activation curve with a large enough effect in the signal ratio, with a control signal flat, not every such curve was filed as active; inconclusive = small, poorly fitted or top-dose-only effect, or effect the other way, or a change in a side signal; the % refers to the signal ratio; also: potency is read from the fitted curve at half-maximal effect; % of control where 0% means no effect
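qHTS titration format; CRE-bla CHO reporter; stimulus EC10 NKH 477, a water-soluble forskolin. Read: CCF4 460/530 nm ratio. Potency expressed as AC50 for activators or inhibitors.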
Ub-GFP proteasome: proteasome inhibitors stabilizing ubiquitin-GFP reporter | Ubiquitin-GFP reporter cells, proteasome inhibition, GFP fluorescence; response scale: untreated = 0%, 10 µM MG-132 = 100% | Potency, µM (top dose mostly 45.9 µM), for inactives: at the top dose activation (GFP accumulation), hits mostly activators | 67,000 tested, under 10 active | AID 526; active = well fitted activation curve with a large enough effect, not every such curve was filed as active; inconclusive = small, poorly fitted or top-dose-only effect, or another doubt; inactive = no such curve, though single readings can be large or run the other way; also: potency is read from the fitted curve at half-maximal effect
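U2OS cells expressing ubiquitin(G76V)-GFP, seeded overnight in 0.5% FBS medium, then treated 4 hr at 37 C across 46 uM to 2.9 nM. GFP-positive cells counted by laser cytometry (488 ex/515 em); %activity scaled between basal and 10 uM MG-132.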
HADH2 inh: HADH2 (human) dehydrogenase inhibition; actives 3.4% (n = 73,000); Potency, µM (top dose mostly 57.1 µM), for the others: at the highest dose activity change, negative = inhibition, most hits filed as inhibitors; AID 886; recombinant HADH2, NADH fluorescence, beta-hydroxybutyryl-CoA; also: potency is read from the fitted curve at half-maximal effect; % is scaled to controls: 0 for no effect and ±100 for the full control effect; nearly all actives have a fitted effect of over 60% in size; many of its hits are not listed in these tables
Target sequence (Q99714 whole entry, looked up, one chain of several): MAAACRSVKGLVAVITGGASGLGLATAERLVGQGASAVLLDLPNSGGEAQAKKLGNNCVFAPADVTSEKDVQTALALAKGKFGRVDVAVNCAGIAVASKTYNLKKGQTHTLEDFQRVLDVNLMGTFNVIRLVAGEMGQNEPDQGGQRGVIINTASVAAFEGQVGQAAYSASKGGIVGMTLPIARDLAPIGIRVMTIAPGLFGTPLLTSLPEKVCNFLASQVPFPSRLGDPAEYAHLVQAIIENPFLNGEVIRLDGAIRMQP
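20 nM HADH2 + cpd, 15 min RT; add 1 mM NAD+/90 uM beta-hydroxybutyryl-CoA; kinetic fluorescence 360/450 nm, 4 min. Tris-HCl pH 9.0, 0.01% Tween-20.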
ALOX15 inhib: inhibitors of human 15-lipoxygenase (ALOX15) | P16050 | purified 15hLO-1, xylenol orange hydroperoxide absorbance | Potency, µM (doses to about 57.1 µM), without a hit: at the top dose activity change, negative = inhibition, most hits filed as inhibitors | actives 1.4% (n = 74,000) | AID 887; also: potency is read from the fitted curve at half-maximal effect; % is scaled to controls: 0 for no effect and ±100 for the full control effect; nearly all actives have a fitted effect of over 55% in size
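Purified human 15hLO-1 (40 nM) in 25 mM Hepes pH 7.5, 0.01% Triton X-100, preincubated 15 min RT with compound, then 50 uM arachidonic acid for 6 min. Hydroperoxide read by ferrous/xylenol orange, 30 min; 573/405 nm absorbance ratio gave progress.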
Tau filament bind: binds recombinant human tau filaments. P10636. recombinant tau filaments, thioflavin S fluorescence, 15 h; filaments grown with octadecylsulfate alongside compound. Potency, µM (series often up to 57.1 µM), without a hit: top-dose activity change, negative = inhibition. actives 2% (n = 71,000);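 also: potency is read from the fitted curve at half-maximal effect; % is scaled to controls: 0 for no effect and ±100 for the full control effect; actives lower thioflavin S fluorescence by blocking filaments or displacing dye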
Target sequence (P10636 whole entry, looked up): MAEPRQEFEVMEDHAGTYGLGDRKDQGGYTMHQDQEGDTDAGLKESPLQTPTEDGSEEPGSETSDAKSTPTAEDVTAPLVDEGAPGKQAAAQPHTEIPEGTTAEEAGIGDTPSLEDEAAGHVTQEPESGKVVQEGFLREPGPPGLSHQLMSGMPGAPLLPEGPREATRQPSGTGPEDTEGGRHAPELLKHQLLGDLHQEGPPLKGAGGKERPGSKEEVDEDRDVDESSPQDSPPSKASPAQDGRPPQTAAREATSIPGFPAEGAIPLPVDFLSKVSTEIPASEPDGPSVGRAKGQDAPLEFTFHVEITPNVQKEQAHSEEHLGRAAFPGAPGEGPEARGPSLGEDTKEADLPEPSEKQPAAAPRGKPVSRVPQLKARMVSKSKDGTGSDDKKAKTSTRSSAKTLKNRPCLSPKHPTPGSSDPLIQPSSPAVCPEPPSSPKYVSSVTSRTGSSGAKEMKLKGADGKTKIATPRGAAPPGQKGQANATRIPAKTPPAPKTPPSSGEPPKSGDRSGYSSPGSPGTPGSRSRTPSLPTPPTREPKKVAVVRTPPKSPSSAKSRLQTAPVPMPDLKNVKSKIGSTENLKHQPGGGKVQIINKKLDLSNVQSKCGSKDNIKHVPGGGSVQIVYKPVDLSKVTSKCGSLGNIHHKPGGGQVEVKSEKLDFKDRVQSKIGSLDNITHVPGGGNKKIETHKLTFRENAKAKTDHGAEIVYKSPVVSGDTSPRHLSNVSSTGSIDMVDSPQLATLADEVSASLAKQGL
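Recombinant tau protein (human, 1 uM final) plus 30 uM ODS in HEPES pH 7.4 with NaCl, DTT and thioflavine S. Compound present from the start; fluorescence at 510 nm after 15 h, 37 C.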
* marks the source's active call; other numbers are inactive results; i = inactive; ? = inconclusive; . = no result given; & = joins results of further samples; [ ] = another dose, or the depositor's remark. Unless noted, calls follow the shape of the dose curve; as a rule, active = well fitted curve in the direction sought with a large enough effect; inconclusive = small, poorly fitted or top-dose-only effect, or another doubt; inactive = no such curve, though single readings can be large; an effect the other way counts as inactive or inconclusive.

compound,Epigenetic mod,DNA Pol III inh,Tau filament bind,ERK AVP block,Luciferase inh,CRE-bla Fsk,Ub-GFP proteasome,HADH2 inh,HBB splicing,Hsp90 Hop PPI,ALOX15 inhib
OCCN(CC#CC(O)(c1ccccc1)C1CCCC1)CCO (stereo not given),-2%,0%,4%,-1%,3%,-3%,0%,14%,.,-2%,-4%
O=[N+]([O-])c1cccc(O)c1,.,1%,6%,13%,.,4%,.,-4%,-1.5%,2%,?
CS(=O)(=O)N1CCC2(CCCN(Cc3ccncc3)C2)CC1,-2%[9.22 µM],-6%,16%,18%,0%[11.4 µM],-3%,1%,17%,0.9%,2%,3%
C[C@H](c1ccccc1)N1CCN([C@@H](C)c2ccccc2)CC1,10%[9.22 µM],-6%[11.4 µM],-11%[11.4 µM],25%[11.5 µM],3%[11.4 µM],4%[7.6 µM],-3%[9.17 µM],5%[11.4 µM],-0.3%[9.22 µM],2%[11 µM],16%[11.4 µM]
CC(C)C(=O)N1CCC(CN=Cc2c(O)n(C3CCCCC3)c(=O)n(C3CCCCC3)c2=O)CC1,2%,5%,-22%,?,-1%,?,5%,-10%,-3.4%,-7%,-12%
O=C(c1csnn1)N1CCC[C@@]2(CCN(Cc3ccncc3)C2)C1,0%[9.22 µM],4%,-4%,5%,2%[11.4 µM],3%,-11%,17%,-1.2%,-2%,-8%
C[C@@H](N)Cn1ccc2cc(F)c(Cl)cc21,3%,0%,?,2%,3%,?,1%,3%,.,-3%,-3%[25.6 µM]
O=C(COc1ccc(S(=O)(=O)N2CCCCC2)cc1)N1CCN(Cc2ccccc2)CC1,-2%,-4%,8%,-14%,1%,-4%,4%,6%,-0.7%,-2%,0%
NC(CCl)=N[C@H]1CN2CCC1CC2,-4%[9.22 µM],2%[11.4 µM],-7%[11.4 µM],15%[11.5 µM],1%[11.4 µM],1%[7.6 µM],-4%[9.17 µM],6%[11.4 µM],0.1%[9.22 µM],0%[11 µM],19%[11.4 µM]
COc1ccc(OC)c(CC(=O)O)c1,2%,-10%,-1%,1%,3%,10%,1%,?,-0.2%[57.5 µM],1%,-2%
C=CC(=O)OCCO,.,5%,3%,20%,.,?,.,-19%,-0.8%,-3%,-1%
O=C(c1ccncc1)C12CN3CN(CN(C3)C1)C2,-4%,-4%,-2%,3%,0%,3%,-14%,3%,-0.1%[9.22 µM],-1%,-2%
CCN(CC)c1ccc(N=Cc2c(O)n(CCC3=CCCCC3)c(=O)[nH]c2=O)cc1,10%,0%,104%,13%,0%,?,22%,2%,5.3%[1.84 µM],-1%,3%
O=c1[nH]c(=O)n(-c2cccc(Cl)c2)c(O)c1C=NCCCN1CCOCC1,7%,-3%,69%,-15%,-18%,-20%,2%,18%,-1.9%,-12%,-12%
CCOC(=O)c1ccc2[nH]c(-c3ccc(S(=O)(=O)F)cc3)cc(=O)c2c1,0%[9.22 µM],-17%[11.4 µM],-5%[11.4 µM],-11%[11.5 µM],3%[11.4 µM],-1%[7.6 µM],-8%[9.17 µM],1%[11.4 µM],3.4%[9.22 µM],-3%[11 µM],10%[11.4 µM]
CSc1ccc2c(c1)c(CCN)c(C)n2Cc1ccccc1Cl,3%[9.22 µM],-10%[11.4 µM],-28%[11.4 µM],-9%[11.5 µM],2%[11.4 µM],-8%[7.6 µM],-9%[9.17 µM],24%[11.4 µM],-1.0%[9.22 µM],-8%[11 µM],-1%[11.4 µM]
CCC(=O)c1c(O)n(C2CCCCCC2)c(=O)[nH]c1=O,-3%,-6%,-13%,8%,2%,?,0%,-8%,5.6%,-2%,12%
CCCN(CCC)[C@H]1CCc2c(F)ccc(O)c2C1,6%&1%,-9%&-5%,-4%&-3%,?,0%&-3%,-8%&-5%,-5%&-3%,15%&-12%,0.2%&0.3%,-6%&-8%,?
N[C@@H](CCCCP(=O)(O)O)C(=O)O,0%,-4%,-21%,11%,0%,-3%,9%,-7%,.,-4%,10%[25.6 µM]
COc1ccc(CCn2c(O)c(C=NCc3cccnc3)c(=O)[nH]c2=O)cc1OC,4%,-4%,11%,-4%,0%,15%,0%,5%,-0.4%[57.5 µM],-2%,2%
C=CC(=O)OCC(CC)CCCC (stereo not given),.,-4%,18%,24%,.,-5%,.,-1%,0.2%,1%,8%
ClC(Cl)Br,.,-2%,5%,-8%,.,2%,.,-12%,0.1%,3%,0%
O=[N+]([O-])c1cccc2c([N+](=O)[O-])cccc12,.,-2%,-18%,-16%,.,1%,.,8%,0.5%,0%,-2%
NNc1nncn1N,0%[9.22 µM],-7%[11.4 µM],0%[11.4 µM],-15%[11.5 µM],1%[11.4 µM],28%[7.6 µM],3%[9.17 µM],?,1.2%[9.22 µM],-6%[11 µM],-6%[11.4 µM]
CN(C)CCN=Cc1c(O)n(-c2cccc3ccccc23)c(=O)[nH]c1=O,6%,3%,-1%,8%,1%,3%,-2%,3%,-3.6%[0.369 µM],-6%,13%
Nc1ccc(-c2ccccc2)cc1,.,-5%,-12%,-11%,.,-7%,.,?,0.5%,1%,-5%
CC1(C)CC(=O)C(C=NCCN2CCN(C(=O)Cc3ccc(Cl)cc3)CC2)=C(O)C1,0%,-4%,2%,-17%,3%,-2%,-2%,1%,0.1%[57.5 µM],0%,1%
CN1C[C@H](C(=O)N[C@]2(C)O[C@@]3(O)[C@@H]4CCCN4C(=O)[C@H](Cc4ccccc4)N3C2=O)C=C2c3cccc4[nH]cc(c34)C[C@H]21,.,10%,i,?,.,5%,.,?,5.3%,-16%,2.5µM*
CN(C(=O)Cc1ccccc1)[C@H](CN1CCCC1)c1ccccc1,0%,-5%,?,14%,0%,-14%,-1%,3%,.,-1%,0%[25.6 µM]
Cc1ccccc1-n1c(O)c(C=NCCN2CCOCC2)c(=O)[nH]c1=O,4%,0%,3%,3%,-1%,-1%,1%,-3%,1.4%[0.369 µM],-4%,-2%
N#CC(C(=O)C12CC3CC(CC(C3)C1)C2)c1nc2ccccc2[nH]1 (stereo not given),0%,-8%,43%,?,?,?,7%,-15%,0.0%,-8%,-12%
Cc1cccc(C)c1NC1=NCCCCS1,-4%,-4%,-11%,7%,-1%,?,-4%,3%,-2.2%,-2%,-2%
COc1ccc(CC2c3cc(OC)c(OC)cc3CCN2C)cc1OC (stereo not given),0%,-4%,-2%,?,2%,?,-2%,-6%,0.0%[57.5 µM],-1%,-8%
COCCOC(=O)C1=C(C)OC(N)=C(C(=O)OC)C12C(=O)Nc1ccccc12 (stereo not given),0%,0%,1%,5%,0%,-9%,5%,-3%,1.0%,?,4%
Cc1ccc2cc3cc(C(=O)N4CCC5(CC4)OCCO5)oc3nc2c1,7%,-1%,-24%,23%,2%,1%,-5%,25µM*,-2.0%,0%,7%
Clc1ccc(C(c2ccc(Cl)cc2)C(Cl)Cl)cc1,.,2%,-6%,82%[activator],.,?,.,0%,-1.3%,32µM*,-17%
CC(=O)[C@@H]1CC[C@@H]2[C@H]3CC[C@H]4C[C@@H](O)CC[C@]4(C)[C@@H]3C(=O)C[C@]21C,-2%,0%,8%,.,1%,-3%,.,-6%,0.9%,-6%,.
CC(C)C[C@H]1C(=O)N2CCC[C@@H]2[C@]2(O)O[C@](NC(=O)[C@H]3C=C4c5cccc6[nH]cc(c56)C[C@H]4N(C)C3)(C(C)C)C(=O)N12,-2%[9.22 µM],9%,.,.,-4%[11.4 µM],?,-1%,?,.,?,.
CP(C)(=O)CCC(=O)O,0%,0%[11.4 µM],9%[11.4 µM],-4%,-9%,?,-5%[9.17 µM],2%[11.4 µM],-1.0%[0.0738 µM],-2%[11 µM],8%[11.4 µM]
O=c1[nH]c(=O)n(Cc2ccccc2)c(O)c1C=NCCCn1ccnc1,0%,-4%,0%,1%,4%,?,16%,1%,5.7%[1.84 µM],16µM*,13%
FC(F)(F)c1cc(-c2ccccc2)nc(N2CCCCCC2)n1,-2%,-1%,4%,40%[activator],0%,20%,0%,1%,-0.5%,?,9%
COc1cccc(CN2CCCCC2c2cccnc2)c1 (stereo not given),2%,-1%,1%,17%,0%,-1%,12%,-8%,-0.2%[9.22 µM],-3%,-16%

An excerpt, so the mix of outcomes need not match the whole.
